# AHR activator = human AHR activation. AHR-responsive luciferase reporter cells, luminescence. activation, % at 5 µM. 320,000 tested, 2.5% active. AID 2796; in the data active means activation above about 47%;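 further: 0% = vehicle wells and 100% = reference agonist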
# Target sequence (P35869 whole entry, looked up): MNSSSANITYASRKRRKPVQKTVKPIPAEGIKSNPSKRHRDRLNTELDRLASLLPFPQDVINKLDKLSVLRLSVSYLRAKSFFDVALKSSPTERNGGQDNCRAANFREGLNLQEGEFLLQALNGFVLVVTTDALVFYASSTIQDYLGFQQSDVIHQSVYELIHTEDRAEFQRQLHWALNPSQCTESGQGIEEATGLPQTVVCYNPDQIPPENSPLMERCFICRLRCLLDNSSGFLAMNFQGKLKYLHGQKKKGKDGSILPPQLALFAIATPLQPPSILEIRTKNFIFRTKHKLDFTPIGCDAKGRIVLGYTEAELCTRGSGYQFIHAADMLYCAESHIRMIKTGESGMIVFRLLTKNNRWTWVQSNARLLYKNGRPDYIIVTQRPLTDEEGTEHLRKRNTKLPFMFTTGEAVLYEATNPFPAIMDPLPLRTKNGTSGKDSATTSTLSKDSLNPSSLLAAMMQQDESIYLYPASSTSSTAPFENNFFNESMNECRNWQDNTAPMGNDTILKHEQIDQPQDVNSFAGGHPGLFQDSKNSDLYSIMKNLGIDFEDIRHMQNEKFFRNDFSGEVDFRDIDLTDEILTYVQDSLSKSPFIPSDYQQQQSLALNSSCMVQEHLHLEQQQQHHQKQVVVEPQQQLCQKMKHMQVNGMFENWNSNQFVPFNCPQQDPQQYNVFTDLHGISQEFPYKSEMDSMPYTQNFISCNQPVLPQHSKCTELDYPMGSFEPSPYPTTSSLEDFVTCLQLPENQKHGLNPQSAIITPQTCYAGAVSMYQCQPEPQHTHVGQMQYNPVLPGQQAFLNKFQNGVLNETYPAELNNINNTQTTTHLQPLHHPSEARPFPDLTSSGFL
# MEP2-GFP yeast = modulators of TOR pathway MEP2-GFP in S. cerevisiae. S. cerevisiae MEP2-GFP strain, flow cytometry GFP, 3 h; 100% = DMSO control level. GFP response vs DMSO, % at 10 µM. 330,000 tested, 0.51% active. AID 2016;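 active means GFP response versus DMSO above a set limit, roughly screen mean plus 3 SD, cut at about 180% in these data; inconclusive means fewer than 70 cells counted for a yeast strain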;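 further: median GFP fluorescence of the barcode-gated MEP2-GFP cells per well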
# RPL19A-GFP yeast = yeast TOR pathway RPL19A-GFP modulation | S. cerevisiae RPL19A-GFP strain, flow cytometry, 3 h; hits give low values | 330,000 tested, 0.3% active | percent response vs DMSO, % at 10 µM | AID 2025;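 active means percent response vs DMSO below 50%; inconclusive means fewer than 70 events counted for the yeast strain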;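 further: median channel GFP fluorescence of the barcoded RPL19A-GFP strain; ratio of sample median GFP to plate DMSO average so 100% = DMSO; lower means less RPL19A-GFP as with rapamycin TOR inhibition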
# LAP4-GFP MLPCN = yeast TOR pathway LAP4-GFP modulation; S. cerevisiae LAP4-GFP multiplex, flow cytometry GFP, 3 h; median GFP as percent of DMSO wells; GFP response vs DMSO, % at 10 µM; AID 2023; 320,000 tested, 0.34% active;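 active means GFP response vs DMSO above a set limit, about the screen mean plus 3 SD, cut at about 150% in these data; inconclusive means under 70 cell events counted for the yeast strain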
# CIT2 TOR yeast = alters CIT2-GFP fluorescence in TOR pathway yeast screen | S. cerevisiae CIT2-GFP strain, flow cytometry, 3 h; 100 means same as DMSO wells | GFP response vs DMSO, % at 10 µM | 320,000 tested, 0.065% active | AID 2029;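 active means GFP response relative to DMSO above a set limit, near the screen mean plus 3 SD, cut at about 150% in these data; inconclusive means Fewer than 70 cells measured for a yeast strain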;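 further: ratio of well median GFP fluorescence to mean of DMSO wells on the plate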
# AGP1-GFP MLPCN = yeast TOR pathway AGP1-GFP modulation | GFP response vs DMSO, % at 10 µM | 320,000 tested, 0.02% active | S. cerevisiae AGP1-GFP multiplex flow cytometry, 3 h; GFP as percent of DMSO wells;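 active means GFP response relative to DMSO above a set limit, near screen average plus 3 SD, cut at about 150% in these data; inconclusive means fewer than 70 cells counted for the yeast strain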;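 further: median GFP channel fluorescence of the gated AGP1 strain per well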
# Yeast superoxide = yeast age-related superoxide inhibition as caloric restriction mimetic; S. cerevisiae aged cells, superoxide DHE fluorescence; hits give low values; superoxide response (% of plate mean), % at 10 µM; 330,000 tested, 0.18% active; AID 2690;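 active means superoxide response under a set limit, about three screen SD below normal, cut at about 65% in these data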;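 further: yeast aged for seven days with compound at 30 °C before DHE staining; 100% = average MFI of all compound-treated wells on the plate with controls excluded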
# Efflux pump mplx = inhibitors of Candida antifungal efflux pumps expressed in yeast | inhibition, % at 10 µM | S. cerevisiae Candida pump triplex, Nile Red efflux | 330,000 tested, 0.44% active;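 active means plate passing quality check with inhibition over a set limit, or well fluorescence over plate mean plus 4 SD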;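 further: Nile Red retained in pooled yeast measured as flow cytometry median fluorescence; 0% = buffer negative control and 100% = Enniatin B positive control; higher means more Nile Red kept so more efflux inhibition; some compounds called inactive have numbers as strong as hits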
# * marks the source's active call; other numbers are inactive results; ? = inconclusive; / = no result given; [ ] = dose if it differs, or a comment.
SMILES,AHR activator,MEP2-GFP yeast,RPL19A-GFP yeast,LAP4-GFP MLPCN,CIT2 TOR yeast,AGP1-GFP MLPCN,Yeast superoxide,Efflux pump mplx
O=C(c1cccc(Cl)c1)N1CCN(C(=O)c2ccco2)CC1,-2.2,100.4,99.4,107.3,102.1,107.0,101.6,-0.1
O=C(COC(=O)C1=NNC(=O)CC1)NCCc1ccccc1,-1.7,93.8,95.3,101.6,98.4,104.0,95.8,0.0
Cc1occc1-c1nnc(SCC(=O)Nc2nccs2)n1CCc1ccccc1,1.6,108.5,103.1,105.7,99.9,104.2,109.8,0.1
CSc1nnc(NC(=O)c2ccco2)s1,6.3,121.1,112.6,90.9,114.5,102.2,100.1,-0.1
Cc1ccc(NC(=O)Nc2nnc(Cc3ccc([N+](=O)[O-])cc3)s2)cc1C,19.4,101.8,100.4,92.5,100.5,103.1,82.7,-0.2
N#C/C(=C\c1ccc2c(c1)OCO2)C(=O)NCc1ccco1,4.6,89.9,97.5,109.8,93.1,99.3,129.0,-0.1
COC(=O)C1=C(C)N=c2s/c(=C/c3cccs3)c(=O)n2C1c1cccs1 (stereo not drawn),-1.0,108.4,100.3,106.3,102.7,103.9,108.7,-0.1
Cc1nn(C)c(C(=O)N/N=C/c2ccc(C(F)(F)F)cc2)c1[N+](=O)[O-],-0.2,100.9,98.9,97.5,95.8,96.2,116.0,0.2
Cn1cccc1/C=C1\SC(=S)N(NC(=O)c2ccc(F)cc2)C1=O,-1.8,94.0,93.6,98.6,98.5,100.9,88.0,0.0
Cc1ccc2nc(SCc3nnc(-c4ccccc4Br)o3)[nH]c2c1,52.5*,103.2,98.9,99.5,96.5,96.2,93.2,0.1
O=C(c1cc([N+](=O)[O-])ccc1N1CCN(S(=O)(=O)c2ccc(Cl)c(Cl)c2)CC1)N1CCOCC1,1.0,113.4,108.9,96.5,108.3,107.7,96.2,0.2
CCn1nc(C)c(NC(=O)/C=C/c2ccc(OC)c(COc3ccc(Cl)cc3Br)c2)c1C,-10.9,99.5,99.9,105.5,95.9,98.3,126.2,0.5
COCCCC1CCN(C(=O)C2CCC(=O)N(Cc3ccccc3F)C2)CC1 (stereo not drawn),/,95.6,107.0,67.3,115.5,87.4,102.2,0.0
Cc1c(NC(=O)/C(C#N)=C/c2ccc(-c3cccc(Cl)c3)o2)c(=O)n(-c2ccccc2)n1C,-11.6,105.9,94.3,98.8,85.8,93.6,97.8,0.2
Cc1ccc(N(CC(=O)NC2CCCCCC2)S(=O)(=O)c2c(C)nn(C)c2C)cc1,4.6,99.1,102.2,106.5,112.8,105.9,96.1,0.0
CCCOc1ccc(/C=c2\sc3ncnn3c2=O)cc1,-1.9,85.7,91.5,105.3,90.8,90.5,85.5,0.0
CC(=O)c1cccc(N=Cc2c(O)c3ccccc3oc2=O)c1,-1.0,108.5,98.1,94.2,109.4,92.9,97.7,0.0
CCOC(=O)C1(c2nc(N)cs2)COC(=O)C1 (stereo not drawn),-1.4,107.6,98.6,102.5,98.4,102.5,95.7,0.0
COc1ccc(NC(=O)c2ccc3snnc3c2)cc1,16.3,97.7,99.1,102.8,97.3,87.8,83.4,0.0
O=c1oc2ccccc2cc1-c1cn2ccccc2n1,76.2*,98.9,95.0,102.2,95.9,88.5,121.1,0.3

# Reformatted with values under each structure: entries from further up
# Each structure is followed by: AHR activator	MEP2-GFP yeast	RPL19A-GFP yeast	LAP4-GFP MLPCN	CIT2 TOR yeast	AGP1-GFP MLPCN	Yeast superoxide	Efflux pump mplx
> O=C(c1cc([N+](=O)[O-])ccc1N1CCN(S(=O)(=O)c2ccc(Cl)c(Cl)c2)CC1)N1CCOCC1
  1.0	113.4	108.9	96.5	108.3	107.7	96.2	0.2
> CCn1nc(C)c(NC(=O)/C=C/c2ccc(OC)c(COc3ccc(Cl)cc3Br)c2)c1C
  -10.9	99.5	99.9	105.5	95.9	98.3	126.2	0.5
> COCCCC1CCN(C(=O)C2CCC(=O)N(Cc3ccccc3F)C2)CC1 (stereo not drawn)
  /	95.6	107.0	67.3	115.5	87.4	102.2	0.0
> Cc1c(NC(=O)/C(C#N)=C/c2ccc(-c3cccc(Cl)c3)o2)c(=O)n(-c2ccccc2)n1C
  -11.6	105.9	94.3	98.8	85.8	93.6	97.8	0.2

# Two compounds from above, showing only CIT2 TOR yeast and Efflux pump mplx:
SMILES | CIT2 TOR yeast | Efflux pump mplx
Cn1cccc1/C=C1\SC(=S)N(NC(=O)c2ccc(F)cc2)C1=O | 98.5 | 0.0
Cc1ccc2nc(SCc3nnc(-c4ccccc4Br)o3)[nH]c2c1 | 96.5 | 0.1

# Next part:
SMILES,AHR activator,MEP2-GFP yeast,RPL19A-GFP yeast,LAP4-GFP MLPCN,CIT2 TOR yeast,AGP1-GFP MLPCN,Yeast superoxide,Efflux pump mplx
CCOC(=O)N1CCN(S(=O)(=O)c2ccc3[nH]cc(C(=O)O)c(=O)c3c2)CC1,-0.1,108.9,90.6,95.1,109.6,28.8,76.1,-0.1
COc1nc(Oc2ccc(C(=O)O)cc2)nc(Oc2ccc(C(=O)O)cc2)n1,-2.3,100.6,95.4,103.2,93.7,96.1,105.2,0.1
COC(=O)c1cc(OC)c(OC)cc1NC(=O)c1ccccc1,15.4,81.2,95.9,91.5,102.6,96.6,89.5,0.0
O=C(CCSc1nnc2ccc3ccccc3n12)Nc1ccc(F)cc1,-7.7,109.5,106.5,118.2,96.2,107.3,94.2,-0.1
O=c1[nH]c(-c2ccc(O)cc2)nc2scc(-c3cccs3)c12,123.9*,102.0,96.6,99.7,102.2,103.1,105.7,-0.1
Cc1cc(/C=C2\SC(=S)N(C)C2=O)c(C)n1-c1ccccc1O,-5.2,114.6,101.9,136.8,112.9,81.4,105.8,0.3
O=C(/C=C/c1ccc(Br)cc1)Nc1ccc(S(=O)(=O)Nc2ncccn2)cc1,0.7,86.8,93.8,93.5,88.5,89.8,94.0,0.1
c1ccc2c(Nc3nnc(-c4ccncc4)s3)cccc2c1,62.8*,97.2,91.1,113.2,83.1,86.0,115.7,0.0
CCSc1nc(O)c(CC)c(=O)n1C(C)CC (stereo not drawn),-1.8,102.6,100.3,100.8,105.1,98.5,118.4,0.1
Cc1cccc2c1-c1sc(C(=O)N3CCCCC3)cc1CO2,-0.9,102.9,101.9,106.2,105.2,103.2,86.6,-0.1
COc1ccc2c(c1)C(=O)CC(O)(C(F)F)O2 (stereo not drawn),-1.1,103.0,102.8,106.1,101.3,105.1,103.2,0.0
CCOC(=O)C1(CCCc2ccccc2)CCN(C(=O)CN2CCOC2=O)CC1,0.1,101.0,105.4,85.7,110.4,100.1,108.8,0.2
CCc1c2ccccc2nn1-c1ccccc1C(=O)C(C)=O,0.8,113.2,93.6,86.2,87.6,86.2,98.2,0.0
COc1ccc(CCNS(=O)(=O)c2ccc3[nH]c(=O)[nH]c3c2)cc1,1.8,100.5,97.9,98.1,104.8,100.0,83.0,-0.2
CCN(CC)CCCN(Cc1cc2cc3c(cc2[nH]c1=O)OCO3)C(=O)Nc1ccccc1OC,5.4,92.4,88.2,90.3,90.9,91.3,107.4,0.1
CC(=O)c1cccc(NC(=O)CN2C(=O)NC3(CCCCCCC3)C2=O)c1,0.5,98.7,96.7,98.2,95.3,100.2,114.6,0.1
COc1ccc(-n2nc(C(=O)NCC(=O)Nc3ccccn3)c3ccccc3c2=O)cc1,-1.2,101.0,108.6,108.7,99.9,108.5,96.6,-0.1
CCC1CCCCN1C(=O)CCn1ccnc1 (stereo not drawn),0.8,88.2,93.4,90.7,84.9,89.1,91.3,-0.1
O=C(CSc1n[nH]c(-c2ccccc2O)n1)N1CCOCC1,1.4,97.1,103.0,116.2,92.7,104.2,106.3,0.1
Cn1c(=S)n(CCC(=O)O)c2ccccc21,1.7,99.7,100.5,104.1,89.3,101.3,120.8,0.7
CSc1ccccc1NC(=S)Nc1ccc(S(N)(=O)=O)cc1,-0.6,105.9,104.9,106.1,106.6,105.5,103.2,0.0
O=C(CCn1nc(-c2ccccc2)c2ccccc2c1=O)Nc1cccnc1,9.2,106.3,103.0,84.6,104.3,96.3,90.8,0.1
CCC1CCCCN1C(=O)CSc1nc2c([nH]c3ccccc32)c(=O)n1C (stereo not drawn),34.2,101.2,103.4,101.1,101.6,99.4,113.8,0.0
CCCCc1cc(=O)oc2cc(OCc3cc(OC)c(OC)c(OC)c3)c(Cl)cc12,-1.2,96.5,98.8,92.7,/,100.5,95.7,0.0
Cc1ccc(S(=O)(=O)C(C#N)c2nc3ccccc3nc2N2CC(C)OC(C)C2)cc1C (stereo not drawn),5.2,95.9,97.3,99.2,93.2,94.9,108.5,0.1
O=C(NCc1ccco1)c1ccc(CS(=O)(=O)Cc2ccc(F)cc2)o1,-0.5,104.3,99.1,99.1,102.8,102.8,94.7,0.0
COc1ccc(N2CCN(C(=O)c3ccc(S(=O)(=O)NCc4ccco4)cc3)CC2)cc1,-0.3,104.5,107.9,107.7,108.5,111.8,120.8,0.0
Cc1ccc(N2C(=O)CC(Sc3cccs3)C2=O)cc1 (stereo not drawn),6.7,90.8,98.5,108.8,86.1,103.4,92.0,0.1
Cc1oc(CC(C)C)cc1C(=O)Nc1cccc2ccccc12,2.1,103.1,97.4,105.3,93.9,95.2,99.1,0.2
CC(NC(=O)c1cccc(N(C)C)c1)c1ccc(-n2ccnc2)cc1 (stereo not drawn),18.5,106.1,101.6,90.2,100.1,100.7,110.5,0.1
CCOC(=O)Cc1nnc(Nc2ccc(C(=O)NC)cc2)c2ccccc12,-0.9,98.0,94.5,113.2,95.5,110.6,105.1,-0.1
O=C(Nc1c2c(nn1-c1ccc(F)cc1)CS(=O)(=O)C2)c1ccc(Br)o1,2.9,90.7,91.1,90.2,91.7,88.7,105.9,-0.4
O=C(c1ccc(Br)o1)N(Cc1ccccc1)c1ccccn1,-2.2,102.0,108.0,88.7,96.7,120.6,99.0,0.1
Cc1cc(C)n(-c2nnc(C)n2/N=C/c2ccccc2OCc2ccccc2Cl)n1,12.8,96.7,93.5,97.8,94.3,93.6,95.0,-0.2
COc1cccc2c1C(=O)c1ccc3ccccc3c1C2=O,61.9*,99.5[may fluoresce violet],82.3[may fluoresce violet],?,?,77.0[may fluoresce violet],102.1,0.0
COc1ccc(CNC(=O)c2ccccc2NS(C)(=O)=O)cc1,0.9,96.8,93.6,100.7,97.7,98.7,98.7,-0.1
CCCc1[nH]nc2c1C(c1ccc(OC)c(Cn3nc(C)c(Br)c3C)c1)C(C#N)=C(N)O2 (stereo not drawn),-3.4,98.7,101.0,/,93.6,102.9,104.3,0.0
COc1ccc(C2C=C(c3ccccc3)Nc3nc(CCCO)nn32)cc1 (stereo not drawn),1.5,576.0*[may fluoresce violet],44.5*[may fluoresce violet],91.7[may fluoresce violet],?,?,94.4,-0.3
COc1ccc(Cc2nc3ccc(C(=O)NCc4ncc(C)[nH]4)cc3o2)cc1OC,0.7,96.4,101.7,90.8,97.0,99.0,79.7,0.1
CCOC(=O)C1C(=O)CC(C)(O)C(C(=O)OCC)C1c1cccc(OC(F)(F)C(F)F)c1 (stereo not drawn),1.0,101.2,100.9,92.5,94.5,96.6,94.8,0.0
Cc1ccc(NC(=O)COC(=O)c2cccc(OC(F)F)c2)cc1S(=O)(=O)N1CCCCC1,-1.9,99.9,100.6,95.9,92.2,99.0,105.2,0.4
N#Cc1cccc(NC(=O)CCc2ccc(S(=O)(=O)N3CCOCC3)cc2)c1,-0.1,102.2,101.5,87.9,104.9,98.1,92.7,-0.1
O=C(CSc1nnc(COc2cccc3cccnc23)o1)c1ccc(F)cc1,11.8,96.9,99.2,100.3,99.3,99.7,87.5,0.0

# Source: PubChem (several laboratories)
